# D1 potentiator: human D1 dopamine receptor positive modulation; AID 504651; P21728; HEK293 TREx D1 cells, calcium flux, dopamine EC20 potentiation; potentiation, % at 10 µM; 360,000 tested, 0.036% active; in the data active = potentiation above about 30%; note: 0% is about no effect
# Vif-A3F inh: Vif-A3F binding inhibition; HeLa A3F-eYFP + Vif (tagged APOBEC3F with the HIV-1 protein that degrades it), YFP fluorescence increase; Potency, µM (doses to about 46.1 µM), without a hit: at the top dose activity, negative = active; 390,000 tested, 0.2% active; AID 602313; note: potency is the fitted concentration of half-maximal effect; % of control where 0% means no effect; nearly all actives have a fitted effect of over 65% in size
#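 HeLa cells stably expressing A3F-eYFP plus Vif, plated and incubated overnight at 37 deg C, then exposed to compounds overnight at 37 deg C. Blocked degradation read as raised yellow fluorescence (Ex 488/Em 500-530).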
# D1 agonist: activates the human D1 dopamine receptor; P21728; HEK293 T-REx D1 cells, calcium flux, agonist mode; activation, % at 2 µM; 360,000 tested, 1% active; AID 504660; in the data active = activation above about 30%; note: 0% is about no effect
#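 Agonism was scored from calcium flux recorded over 180 s (1 read/s) after pintool compound addition, following a 10-cycle baseline. Cells were inducible force-coupled HEK293 TREx D1, plated overnight at 30 C and loaded with no-wash calcium dye.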
# LDHA inh: blocks human lactate dehydrogenase A; activity change, % (values are at about 110 or 230 µM); purified LDHA, NADH/diaphorase-resazurin fluorescence; stronger effect = lower value; 480,000 tested, 0.15% active; in the data active = activity change below about -30%; inconclusive = mostly about -25% to -30%;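 note: plate controls were DMSO wells for no effect and wells without enzyme for full effect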
#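 Human LDH5 at 2 nM final in Tris HCl pH 7.4 with 0.06 mM NADH and 0.2 mM pyruvate, reacted 5 minutes at room temperature. Remaining NADH coupled via diaphorase/resazurin; resorufin fluorescence read at 0 and 20 minutes, normalized to enzyme-free and DMSO wells.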
# GRP78 ERSR act: ER stress response induction in glioma. U87-MG GRP78 promoter luciferase reporter, 16 h. Potency, µM, for the others: top-dose activation, hits mostly activators. 420,000 tested, 0.02% active; note: potency is the fitted concentration of half-maximal effect; series mostly up to about 76 µM; % of control where 0% means no effect; nearly all actives have a fitted effect of over 35% in size
#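 Stably transfected U87-MG human glioma cells carrying a GRP78-based luminescent sensor were seeded at 1000 cells/well, pin-dosed with compounds and incubated 16 h. Luciferase reagent was then added, and end-point luminescence was read after 10 min at room temperature.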
# Vif-APOBEC3G blk: inhibitors of Vif-APOBEC3G interaction | Q9HC16 | HeLa A3G-eYFP + Vif (tagged APOBEC3G with the HIV-1 protein that degrades it), YFP fluorescence, overnight | Potency, µM (top dose mostly 46.1 µM), for the others: at the top dose activity, negative = active, most hits filed as inhibitors | 410,000 tested, 0.076% active;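 note: potency is the fitted concentration of half-maximal effect; % is set by controls: 0 for no effect and ±100 for the full control effect; nearly all actives have a fitted effect of over 60% in size; hits raise eYFP signal because A3G escapes Vif-driven loss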
#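 Read-out is eYFP fluorescence (Ex 488/Em 500-530) from Vif-expressing HeLa A3G-eYFP cells; more signal means A3G escaped Vif-mediated degradation. Cells plated overnight, compound pinned in, incubated overnight at 37 deg C.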
# D2 PAM: D2 dopamine receptor (human) potentiation. potentiation, % at 10 µM. 340,000 tested, 0.34% active. AID 485347. HEK293 T-REx D2, calcium flux, EC20 dopamine potentiation. P14416;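 active = potentiation over 3 SD above the plate norm, cut at about 30% in these data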; note: 0% is about no effect
#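 Cells plated with tetracycline inducer and held overnight at 30 C; calcium dye loaded 30–90 min at room temperature; baseline taken, compound added and read 180 s; EC20 dopamine then added and read 180 s.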
# D1 antagonist: antagonists of human D1 dopamine receptor. HEK293 TREx D1 cells, calcium flux, dopamine EC80; stronger effect = lower value. activity change, negative = inhibition, % at 10 µM. AID 504652. P21728. 360,000 tested, 3.2% active; in the data active = activity change below about -30%; note: % is set by controls: 0 for no effect and ±100 for the full control effect
#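 Kinetic fluorescence of a calcium dye serves as the read-out. D1-expressing Hek293 Trex cells, induced overnight at 30 C, are exposed to compound for 180 s before an EC80 dopamine addition, then read 180 s further.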
# RXFP1 agonist: RXFP1 (human) receptor agonism | HEK293T-RXFP1 cAMP TR-FRET, 30 min; response scale: percent of porcine relaxin response, buffer zero | Potency, µM (series often up to 57.5 µM), without a hit: top-dose activation, usual class: activators | Q9HBX9 | 370,000 tested, 0.3% active; note: potency is the fitted concentration of half-maximal effect; % is set by controls: 0 for no effect and ±100 for the full control effect; nearly all actives have a fitted effect of over 60% in size; many of its hits are not listed in these tables
# Target sequence (Q9HBX9 whole entry, looked up): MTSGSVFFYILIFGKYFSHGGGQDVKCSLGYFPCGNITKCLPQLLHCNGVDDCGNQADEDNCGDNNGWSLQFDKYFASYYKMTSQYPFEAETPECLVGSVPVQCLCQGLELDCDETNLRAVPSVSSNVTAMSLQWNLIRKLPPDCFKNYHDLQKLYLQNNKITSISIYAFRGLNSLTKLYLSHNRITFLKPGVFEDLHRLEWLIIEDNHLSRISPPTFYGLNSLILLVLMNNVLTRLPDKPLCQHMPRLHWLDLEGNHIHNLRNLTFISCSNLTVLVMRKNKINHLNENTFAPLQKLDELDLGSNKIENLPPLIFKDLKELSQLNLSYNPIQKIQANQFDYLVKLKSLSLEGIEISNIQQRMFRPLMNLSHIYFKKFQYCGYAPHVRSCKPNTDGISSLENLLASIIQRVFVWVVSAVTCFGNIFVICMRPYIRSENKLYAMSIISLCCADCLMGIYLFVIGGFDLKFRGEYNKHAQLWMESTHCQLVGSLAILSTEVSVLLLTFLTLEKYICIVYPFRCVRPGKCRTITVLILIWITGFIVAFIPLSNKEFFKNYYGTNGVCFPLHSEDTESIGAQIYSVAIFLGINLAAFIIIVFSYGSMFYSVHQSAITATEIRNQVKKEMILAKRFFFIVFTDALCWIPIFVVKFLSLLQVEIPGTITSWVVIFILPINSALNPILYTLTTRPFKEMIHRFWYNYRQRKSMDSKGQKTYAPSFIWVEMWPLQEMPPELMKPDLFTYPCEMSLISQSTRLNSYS
#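 cAMP rise read by TR-FRET after 30 min, 37C compound exposure (up to 58 uM) in RXFP1-transfected HEK293 cells with Ro 20174 present. EC50 from Hill-equation fits, with 29 nM porcine relaxin as 100% and buffer as basal.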
# * = called active by the depositor; ? = inconclusive; · = not tested or not shown; & = joins results of further samples. Unless noted, calls come from the whole dose curve; as a rule, active = well fitted curve in the direction sought with a large enough effect; inconclusive = small, poorly fitted or top-dose-only effect, or another doubt; inactive = no such curve, though single readings can be large; an effect the other way counts as inactive or inconclusive.
Compound	D1 potentiator	D2 PAM	LDHA inh	RXFP1 agonist	Vif-APOBEC3G blk	Vif-A3F inh	D1 agonist	D1 antagonist	GRP78 ERSR act
O=C(CN1CCC(c2nc3ccccc3s2)CC1)N1CCCCC1	2	-6	-4	0.2%	5%	0%	3	-14	-1%
CC1(CC(=O)Nc2ccccc2)NC(=S)N(c2ccccc2)N1 (stereo not given)	-4	·	-2	1.6%	0%	-9%	0	-12	2%
CNC(=O)CN(c1ccc(C(C)C)cc1)S(C)(=O)=O	-6	-2	-8	0.9%	-10%	-3%	0	1	-2%
O=C(NC1CCN(C(=O)N2c3ccccc3Sc3ccccc32)CC1)c1ccccc1Cl	-2	2	5	0.8%	2%	1%	15	62	-4%
CCOc1ccc(Oc2ccc(NS(=O)(=O)c3cc(C(=O)O)ccc3Cl)cc2)cc1	14	13	-7	1.2%	2%	8%	2	10	-5%
CCOC(=O)c1ccc(CNC(=O)C2CCC(=O)N(Cc3cccc(OC)c3)C2)o1 (stereo not given)	10	-18	-5	1.3%	0%	8%	4	-2	0%
c1ccc(-c2nnc3nc(N4CCCCC4)nc(N4CCCCC4)n23)cc1	·	·	4	·	4%	0%	·	·	-1%
CCCn1c(=O)sc2cc(NC(=O)c3ccc(OC)c(Br)c3)ccc21	-4	2	-9	3.9%	-5%	-3%	1	-23	0%
CC1C(=O)N(Cc2cn(CCC3OCCCO3)nn2)CCS(=O)(=O)N1Cc1ccc(-c2cccc(N(C)C)c2)cc1 (stereo not given)	·	·	3	·	-5%	-1%	·	·	-4%
COc1ccc2c(c1)O[C@@H](c1cccc(C(F)(F)F)c1)[C@H](OC(=O)N[C@H]1CCCc3ccccc31)C2=O	-3	-17	·	0.0%	·	·	1	0	·
O=C(NCCCCC(NC(=O)c1ccc([N+](=O)[O-])cc1)C(=O)O)c1ccc([N+](=O)[O-])cc1 (stereo not given)	6	5	-3	0.8%	-2%	0%	1	-4	-3%
COc1ccc(N2C(=O)CN=C2Nc2nc(C)cc(C)n2)cc1	0	·	-7	-1.3%	-4%	-2%	4	-4	-5%
COc1ccc(N2CCN(C(=O)Nc3cccc(C(F)(F)F)c3)CC2)cc1	-5&-3	-13&-20	9&3	-0.1%&-1.9%	0%&0%	1%	6&8	-10	-2%&-5%
O=C1CC(C(=O)Nc2cccc(F)c2)n2ncnc2N1 (stereo not given)	-1	14	-14	-1.1%	0%	5%	4	-1	-2%
Cc1sc2ncn(CC(=O)Nc3cccc(C(F)(F)F)c3)c(=O)c2c1S(=O)(=O)N1CCN(C)CC1	6	25	2	0.7%	0%	0%	1	32	-2%

# Later entries.
Compound	D1 potentiator	D2 PAM	LDHA inh	RXFP1 agonist	Vif-APOBEC3G blk	Vif-A3F inh	D1 agonist	D1 antagonist	GRP78 ERSR act
COc1cccc(CNC(=O)c2cccc(S(=O)(=O)N3CCN(Cc4ccccc4)CC3)c2)c1	·	·	-1	·	1%	-28%	·	·	-2%
O=C(Nc1cccc(Cl)c1N1CCOCC1)c1ccc([N+](=O)[O-])o1	-5	23	-4	0.0%	-7%	1%	-1	5	-5%
COc1ccc(NC(=O)C(=O)NCCc2ccc(OC)c(OC)c2)c(OC)c1	3	-7	-3	-0.6%	0%	0%	0	-14	-2%
CC(C)N(Cc1nc(-c2ccc(Cl)cc2)no1)C(=O)CCC1CCCC1	-2	8	1	0.5%	-6%	0%	12	4	0%
Cc1cc(Cl)ccc1NC(=O)CCS(=O)(=O)c1ccc2c(c1)CC(C)N2C(=O)C1CC1 (stereo not given)	-4	-22	1	0.6%	5%	-7%	14	-30	-3%
COc1cc2c(cc1OC)C(COc1ccc3c(C)cc(=O)oc3c1)N(C(=O)Cc1ccccc1)CC2 (stereo not given)	1	·	-5	35µM*	2%	?	0	-18	1%
N#Cc1cn(Cc2ccco2)c(=O)[nH]c1=O	·	·	-3	·	4%	-14%	·	·	-6%
O=C(Nc1ccc2c(c1)OCO2)C1(S(=O)(=O)c2ccc(Cl)cc2)CC1	-6	-1	6	2.1%	-10%	-7%	2	-18	2%
c1ccc(Cn2nnnc2C(c2cccs2)N2CCc3ccccc3C2)cc1 (stereo not given)	-4	1	-3	-2.6%	-5%	-4%	2	-13	2%
Cc1ccc(CNC(=O)c2ccc(C#CC(C)(C)O)s2)cc1	-3	·	-1	0.5%	0%	2%	1	2	0%
CC[C@]12c3[nH]c4ccc(Cl)cc4c3CCN1C(=O)[C@@H](CC(=O)NCCN1CCOCC1)C[C@@H]2C(=O)N1CCN(C(=O)c2ccco2)CC1	·	·	-6	·	1%	9%	·	·	-3%
Cc1ccc(C2=NN(CC(=O)NCCC(C)C)C(=O)CC2)cc1	-6&-2	-2&-7	-3&-2	1.5%&-1.3%	-4%&6%	0%&7%	1&-1	-9&-3	-2%&-1%
CC(C)(C)NS(=O)(=O)c1ccc(CCC(=O)O)cc1	-3	-3	0	-1.1%	0%	1%	1	4	-5%
CCOC(=O)c1c(/N=C/c2cccc([N+](=O)[O-])c2O)sc(C)c1C	1	26	19	-1.0%	2%	10%	3	9	-3%
O=C(CCc1nc2ccccc2c(=O)[nH]1)OCc1nnc(-c2ccccc2)o1	-2	3	-1	-0.3%	3%	-4%	1	3	-1%

# Going on with the list:
Compound	D1 potentiator	D2 PAM	LDHA inh	RXFP1 agonist	Vif-APOBEC3G blk	Vif-A3F inh	D1 agonist	D1 antagonist	GRP78 ERSR act
CCOCc1c(C(=O)NCc2ccccc2CN2CCCC2)oc2ccccc12	-6	-19	-4	1.1%	6%	7%	1	-30*	-3%
N/C(Cc1ccc(Cl)cc1Cl)=N\OC(=O)Cc1ccc(Cl)cc1	-4	-2	-8	0.4%	-3%	7%	19	-2	-1%
C[C@@H](O)CNC(=O)c1[nH]cnc1C(=O)Nc1cccc(Cl)c1	·	·	-5	·	-5%	-8%	·	·	-1%
COc1cccc(NC(=O)N2CCCC(C(=O)Nc3ccccc3OC)C2)c1 (stereo not given)	3	15	-8	-0.1%	1%	3%	-1	2	-2%
Cn1cnc(S(=O)(=O)N2CCC(C(=O)NCc3ccccc3Cl)CC2)c1	-1	1	-6	-0.9%	1%	0%	-2	11	-1%
CC1(C)CC(=O)C(C=Nc2ccc(Cl)cn2)=C(O)C1	-11	1	1	2.4%	1%	-3%	4	-10	-2%
CSc1ccc(S(=O)(=O)NCC(=O)OC(C)C(=O)NCc2ccccc2)cc1[N+](=O)[O-] (stereo not given)	0	-4	-1	1.5%	0%	7%	1	3	?
COCCn1c(N)c(C(=O)c2cccc(S(=O)(=O)N3CCCCCC3)c2)c(=O)[nH]c1=O	-8	-10	0	-0.1%	14%	3%	1	-10	-7%
CCOc1ccc(NC2=CC(=O)C(=O)c3ccccc32)cc1	·	·	27	·	?	15%	·	·	-13%
O=C(Nc1ccccc1C(=O)N1CCCCC1)c1nsc2ccccc12	-2	1	1	?	0%	-2%	1	4	-1%
Clc1ccc(-n2cc(-c3ccc(Br)cc3)[n+]3c2CCCCC3)cc1	-5	11	-7	-3.2%	0%	4%	0	-5	-5%
CC(=O)c1ccc(NC(=O)c2ccc(CNc3c(N4CCCC4)c(=O)c3=O)cc2)cc1	-9	-1	-2	0.4%	5%	4%	0	-2	-3%
CCOc1ccc(N2C(=O)CC(N(CCc3ccc(OC)cc3)C(=O)/C=C/C(=O)O)C2=O)cc1 (stereo not given)	3	7	-8	-0.1%	4%	11%	1	0	-3%
COc1c(C)cc(C(=O)C2CCCN(C(=O)c3snnc3C)C2)cc1C (stereo not given)	-2	-5	-7	-1.3%	2%	-2%	0	6	-3%
CCc1ccccc1NC(=O)N1CCC(NC(=O)C(Cc2ccccc2)NC(C)=O)CC1 (stereo not given)	-4	-10	-5	-2.4%	3%	-3%	2	-5	0%

# (listing goes on)
Compound	D1 potentiator	D2 PAM	LDHA inh	RXFP1 agonist	Vif-APOBEC3G blk	Vif-A3F inh	D1 agonist	D1 antagonist	GRP78 ERSR act
CC1=C(C(=O)N(C)C)CC(CC(=O)NCCN2CCOCC2)C(=O)N1Cc1ccc(C(C)(C)C)cc1 (stereo not given)	·	·	-2	·	5%	-3%	·	·	0%
Cc1sc(NC(=O)c2ccco2)c(C(c2ccccc2)N2CCC(C)CC2)c1C (stereo not given)	1	-2	-1	-0.5%	-8%	2%	1	16	2%
O=C(CN1c2cccc3cccc(c23)S1(=O)=O)NCc1ccc(F)cc1	·	·	13	·	-3%	-4%	·	·	2%
CCn1cc(C(=O)Nc2ccc(C(=O)N3CCCC3)cc2)c(=O)c2ccc(C)nc21	1	-3	·	1.7%	·	·	1	2	·
Cc1ccc([N+](=O)[O-])cc1S(=O)(=O)N(C(=O)c1ccncc1)c1ccc2oc3c(c2c1)CCCC3	3	4	-6	-0.6%	1%	-20%	6	9	-1%
O=c1oc2cc(Oc3ccc(C(F)(F)F)cc3[N+](=O)[O-])ccc2c2c1CCC2	-6	0	2	0.0%	-9%	?	2	6	-1%
Cc1cccc(NC(=O)Nc2ccccn2)c1C	-1	-11	-12	0.0%	3%	2%	6	-3	?
Cc1[nH]c(=O)[nH]c(=O)c1NC(=O)c1ccccc1[N+](=O)[O-]	·	·	-4	·	7%	0%	·	·	-4%
O=S(=O)(NCC(c1cccnc1)N1CCN(c2ccc(F)cc2)CC1)c1cc(F)ccc1F (stereo not given)	·	·	1	·	-2%	0%	·	·	-2%
O=C(CSCc1ccccc1F)NCc1ccc(F)cc1	0	-1	-7	0.6%	-9%	-36%	2	-35*	7%
CCCN(C(=O)c1cc(S(=O)(=O)N(C)c2ccccc2OC)ccc1C)C1CCS(=O)(=O)C1 (stereo not given)	·	·	-5	·	2%	0%	·	·	-3%
O=C(Cn1cnc2ccccc2c1=O)NCC(=O)N1CCOCC1	0	-2	-4	?	0%	4%	4	10	-2%
O=C(Nc1ccc(F)c([N+](=O)[O-])c1)C(=O)c1c(O)[nH]c2ccccc12	-10	-7	-1	-2.4%	-12%	16%	1	-13	1%
CS(=O)(=O)c1ccc2nc(NC(=O)C3COc4ccccc4O3)sc2c1 (stereo not given)	1	5	-2	2.8%	2%	-8%	1	7	3%

# Some of the compounds tested; rates above refer to the full screens.
